CHRM4 PAM: positive allosteric modulators of human muscarinic M4 receptor; P08173; CHO-K1 hM4/Gqi5, Fluo-8 calcium fluorescence, ACh EC20; 0% = ACh EC20, 100% = maximal ACh; activation, % at 3 µM; 0.4% of 360,000 active; AID 624126;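 active = activation above its plate's cutoff, the mean activation of sample wells plus 3 SD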; also: some results filed as inactive read as strong as hits
CRFBP-R2 block: antagonists of CRF-binding protein/CRF-R2 receptor complex | inhibition, % at 11.8 µM | HEK293 CRF-R2/CRF-BP, CRF-induced calcium fluorescence | AID 588475 | 0.59% of 350,000 active;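 active = inhibition of the ligand-induced calcium signal above about 50% at the single tested concentration, limit read from the data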
TAAR1 antag: antagonists of human TAAR1. CHO RD-HGA16 TAAR1, Fluo-8 calcium fluorescence, antagonist. inhibition, % at 3 µM. 1.5% of 360,000 active;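 active = inhibition above a per-plate cutoff, the mean inhibition of test compounds on that plate plus 3 SD, cut at about 49% in these data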;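 also: 0% = DMSO plus EC80 beta-PEA response and 100% = DMSO alone without agonist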
Target sequence (Q96RJ0 whole entry, looked up): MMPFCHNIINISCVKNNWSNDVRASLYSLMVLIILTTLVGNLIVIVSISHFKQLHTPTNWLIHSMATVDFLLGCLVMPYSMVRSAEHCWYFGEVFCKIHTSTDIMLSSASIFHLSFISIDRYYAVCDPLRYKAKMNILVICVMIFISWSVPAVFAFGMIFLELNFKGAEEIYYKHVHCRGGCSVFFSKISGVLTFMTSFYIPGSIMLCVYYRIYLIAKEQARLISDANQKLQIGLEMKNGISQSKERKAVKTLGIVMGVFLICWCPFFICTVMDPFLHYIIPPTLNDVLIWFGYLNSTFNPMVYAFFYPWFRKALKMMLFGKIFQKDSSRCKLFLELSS
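Assay system: CHO-derived RD-HGA16 cells stably expressing human TAAR1 plus Gα16. Timing: 140 s kinetic read after compound, 140 s after agonist. Technique: kinetic Fluo-8 calcium fluorescence measurement. Measure: % inhibition of agonist calcium response.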
CHRM5 PAM: positive allosteric modulators of human muscarinic M5 receptor; CHO-K1 hM5, Fluo-8 calcium, ACh EC20 PAM; 0% = ACh EC20, 100% = ACh EC100; activation, % at 3 µM; 0.3% of 360,000 active; P08912; AID 624038;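 active = activation above the run cutoff, the mean activation of all test compounds plus 3 SD, cut at about 18% in these data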
Target sequence (P08912 whole entry, looked up): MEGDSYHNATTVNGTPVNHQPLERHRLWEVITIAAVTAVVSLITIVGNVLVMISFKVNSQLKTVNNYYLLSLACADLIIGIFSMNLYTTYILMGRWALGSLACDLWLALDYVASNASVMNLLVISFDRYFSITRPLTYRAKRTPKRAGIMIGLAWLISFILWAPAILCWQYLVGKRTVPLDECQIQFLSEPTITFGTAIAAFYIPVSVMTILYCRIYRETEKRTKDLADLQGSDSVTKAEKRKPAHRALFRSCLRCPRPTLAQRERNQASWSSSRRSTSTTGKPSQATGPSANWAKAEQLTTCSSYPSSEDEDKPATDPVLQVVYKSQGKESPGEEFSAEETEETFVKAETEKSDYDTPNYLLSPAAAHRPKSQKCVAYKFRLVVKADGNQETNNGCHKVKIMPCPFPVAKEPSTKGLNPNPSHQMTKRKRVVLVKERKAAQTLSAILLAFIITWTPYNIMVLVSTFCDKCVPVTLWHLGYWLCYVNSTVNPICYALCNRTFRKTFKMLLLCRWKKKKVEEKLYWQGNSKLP
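System: CHO-K1 cell line with stable human muscarinic M5 receptor expression | Also added: EC20 acetylcholine as agonist stimulus | Compound: One concentration, 3 µM final (nominal) | Timing: Fluo-8 loading 80 min at 37 °C plus 30 min room temperature | Measured by: Fluo-8 calcium dye fluorescence, kinetic read | Read-out basis: % activation, ACh-normalized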
M5 ag: agonists of human muscarinic M5 receptor (CHRM5); P08912; activation, % at 3 µM; CHO-K1 hM5 cells, Fluo-8 calcium fluorescence; 0% DMSO wells, 100% maximal acetylcholine response; AID 624037; 0.19% of 360,000 active;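 active = activation above the run's mean over test compounds plus 3 SD, cut at about 23% in these data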;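 also: signal is peak over basal fluorescence ratio across the kinetic read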
CHRM5 antagonist: blocks acetylcholine activation of human M5 receptor. AID 624040. 0.59% of 360,000 active. P08912. CHO-hM5 cells, Fluo-8 calcium fluorescence, ACh EC80. inhibition, % at 3 µM;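 active = inhibition above a per-plate cutoff, the mean of that plate's test compounds plus 3 SD, cut at about 27% in these data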;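 also: 0% = acetylcholine EC80 with DMSO and 100% = DMSO without agonist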
CRFR2-BP ag: CRF-BP/CRF-R2 complex agonism | activation, % at 13.2 µM | HEK293 CRF-R2/CRF-BP, calcium dye fluorescence (FLIPR); percent of saturating CRF peptide response | 0.46% of 350,000 active;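 active = activation of at least 50%, plus an integration ratio under a set limit after plate pattern correction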;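 also: plate controls were neutral control wells without compound for no effect and CRF at EC100 for full effect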
TAAR1 ag: human TAAR1 agonism | Q96RJ0 | CHO RD-HGA16 TAAR1, Fluo-8 calcium fluorescence; vehicle wells 0%, saturating PEA agonist 100% | activation, % at 3 µM | 0.99% of 360,000 active;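 active = activation above the mean activation of all test compounds in the run plus 3 SD, cut at about 38% in these data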
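Test system: RD-HGA16 (CHO) cells co-expressing Gα16 and hTAAR1 / Benchmarks: DMSO vehicle as 0%, PEA at EC100 as 100% / Repeats: no replicates (n 1) / Measure: % activation from peak over basal fluorescence ratio, DMSO-to-PEA scaled / Timing: 17-24 h plating, Fluo-8 75 min 37 °C, 30 min RT / Technique: kinetic Fluo-8 calcium fluorescence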
M1 PAM parental: nonselective activator or artifact in parental CHO-K1 calcium assay; ATP EC20, Fluo-8 calcium fluorescence; 0% at ATP EC20, 100% at ATP max; activation, % at 3 µM; 0.02% of 360,000 active;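 active = activation above the run cutoff, the mean activation of all test compounds plus 3 SD, cut at about 40% in these data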;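 also: peak over basal fluorescence ratio in a 140 s read after ATP addition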
The depositor's hits bear a star; nt = no result given.

SMILES	CHRM4 PAM	CRFBP-R2 block	TAAR1 antag	CHRM5 PAM	M5 ag	CHRM5 antagonist	CRFR2-BP ag	TAAR1 ag	M1 PAM parental
CC1(c2nc3ccccc3[nH]2)c2ccccc2C(=O)N1Cc1ccccn1 (centres undefined)	6	nt	-7	3	-3	-16	nt	3	-12
CN(C)c1ccc(-c2ccnc3c2CC(C)(C(=O)NCc2ccc(F)c(F)c2)O3)cc1 (centres undefined)	6	nt	-12	-4	-2	1	nt	0	10
CCOC(=O)C1CCN(c2c(NCCCN(CC)c3ccccc3)c(=O)c2=O)CC1	-4	13	19	1	-3	-5	0.0	2	-1
CC(=O)Nc1ccc(/C=N/NC(=O)c2cccc(S(=O)(=O)N3CCOCC3)c2)cc1	3	6	-9	0	-4	-11	4.5	2	2
O=C(COc1ccc(Br)cc1)N1CCN(S(=O)(=O)/C=C/c2ccccc2)CC1	-1	5	-3	-6	0	14	1.4	0	15
Cc1ccc(NC(=O)c2cccc(OCc3c(C)noc3C)c2)cc1S(=O)(=O)Nc1ccccc1Cl	-9	-19	10	-6	-3	-1	1.0	1	9
Cc1[nH][nH]c(=O)c1C(c1c(C)[nH][nH]c1=O)c1cn(Cc2ccccc2Cl)c2ccccc12	7	-78	-39	-2	6	-1	-1.3	1	12
CCCCNCCOCCOc1ccc(C)cc1[N+](=O)[O-]	7	1	5	-1	-2	0	-0.2	1	19
Cc1ccc(COc2ccc(C)nc2[N+](=O)[O-])cc1	3	10	1	-14	-13	19	-1.6	-2	5
Nc1nc(SCC(=O)N2N=C3/C(=C\c4ccco4)CCCC3C2c2ccco2)n[nH]1 (centres undefined)	1	-4	-18	3	-3	15	-2.7	0	6
CCC(=O)N1c2ccc(S(=O)(=O)CCC(=O)NCc3ccc4c(c3)OCO4)cc2CC1C (centres undefined)	-1	14	13	-2	0	1	-0.2	0	11
CN(Cc1cc(=O)n2ccsc2n1)Cc1nc2ccccc2c(=O)[nH]1	9	5	2	14	-1	-19	1.5	11	15
N/C(=N\OC(=O)CCCC(=O)O)c1ncc(C(F)(F)F)cc1Cl	4	6	-5	0	0	-10	-1.4	1	5
O=C(c1ccco1)N1CCN(Cc2nc(Cc3ccccc3)no2)CC1	-8	-10	-14	-1	2	15	2.0	0	8
Cc1cc(Br)ccc1NC(=O)CCS(=O)(=O)c1cccc2nonc12	4	8	-30	4	1	-5	0.3	0	-3
CCOC(=O)c1cnc(/N=C/N(C)C)s1	6	1	-5	9	7	-3	1.8	0	11
CNC(=S)N1CCN(c2cccc(OC)c2)CC1	17	7	-4	7	-1	-1	-1.0	10	2
COc1ccc(Br)cc1CN(C)CC(=O)Nc1ccccc1Cl	1	-32	-4	-2	-3	-1	0.4	10	2
COc1cc(C(=O)NCC2(c3ccccc3)CCCC2)cc(OC)c1OC	-8	-16	-29	-5	-3	8	-1.8	1	-13
COc1cc(/C=N/NC(=O)Cn2nnc3ccccc32)ccc1O	2	5	0	3	0	0	-1.6	2	-9
COc1ccc(NC(=O)c2cc(C)on2)cc1OC	4	8	6	0	0	-3	7.4	6	12
CCCCNC(=O)N(O)C1N(/N=C/c2cccs2)C(=S)SC1(C)C (centres undefined)	-1	4	-10	2	0	3	-0.6	-1	17
COCCNC(=S)Nc1ccc2nc(N3CCN(C)CC3)cc(C)c2c1	2	3	2	0	-4	10	0.2	3	5
Cc1c(NC(=S)N/N=C/c2ccc(N(C)C)cc2)c(=O)n(-c2ccccc2)n1C	-2	-10	-14	-5	-2	11	0.0	-1	12
CC1=C(C(=O)NCc2ccccc2)C(c2cccs2)n2ncnc2N1 (centres undefined)	5	-3	11	-4	0	5	-1.3	4	-2

3 compounds from above, showing only M5 ag, CHRM5 PAM and CRFBP-R2 block:
| Molecule | M5 ag | CHRM5 PAM | CRFBP-R2 block |
| --- | --- | --- | --- |
| Cc1c(NC(=S)N/N=C/c2ccc(N(C)C)cc2)c(=O)n(-c2ccccc2)n1C | -2 | -5 | -10 |
| Nc1nc(SCC(=O)N2N=C3/C(=C\c4ccco4)CCCC3C2c2ccco2)n[nH]1 (centres undefined) | -3 | 3 | -4 |
| COc1cc(/C=N/NC(=O)Cn2nnc3ccccc32)ccc1O | 0 | 3 | 5 |

(next part)
SMILES	CHRM4 PAM	CRFBP-R2 block	TAAR1 antag	CHRM5 PAM	M5 ag	CHRM5 antagonist	CRFR2-BP ag	TAAR1 ag	M1 PAM parental
O=C(c1cc(-n2cnnc2)ccc1Cl)N1CCN(c2nc(-c3ccccc3)cs2)CC1	-8	-27	1	-10	-2	8	20	4	0
CSc1sc(-c2n[nH]c(=S)n2C)c2c1C=CCC2	-12	-2	-29	-4	-6	10	-0.8	0	5
O=c1[nH]c2ccc(Cl)cc2c(O)c1-c1ccccc1	5	1	-9	2	-3	-2	-0.1	-1	15
CC[C@@H](C)[C@@H](CO)NC(=O)[C@H]1O[C@@H](n2cnc3c(N)ncnc32)[C@H](O)[C@@H]1O	2	nt	-20	-1	0	5	nt	1	4
O=C(OCc1nnc(-c2ccc([N+](=O)[O-])cc2)o1)C1CCN(C(=O)c2ccc(Cl)cc2)CC1	-4	3	-14	-9	4	3	-1.2	2	-23
O=c1cc(CSc2nnc(Nc3ccccc3F)s2)nc2sccn12	-13	0	28	-6	-2	3	-0.3	7	-7
CCCNC(=O)CN1CCC(c2nc3ccccc3[nH]2)CC1	2	3	-22	8	0	-3	0.4	1	13
CCc1nc(C)c(C(=O)N2CCCC(C(=O)Nc3cccc(-c4cccc(C)c4)c3)C2)o1 (centres undefined)	-6	-5	-12	1	-2	1	-1.0	0	7
CCCN(C(=O)c1ccc(N(C)S(=O)(=O)c2ccc(C)cc2)cc1)C1CCS(=O)(=O)C1 (centres undefined)	2	7	-21	-1	4	1	0.7	1	-7
CCn1c(=O)cc(SCC(=O)N2CCN(C(=O)c3ccco3)CC2)c2ccccc21	6	-2	-5	-2	3	-1	0.8	6	2
CC1Cc2ccccc2N1CC(=O)NC(=O)NC1CCCCC1 (centres undefined)	3	-31	-37	1	-6	4	-2.6	8	19
N#CC1CN(C(c2ccccc2)c2ccccc2)C1	-6	28	-9	0	-7	-2	-0.2	-1	10
O=C(Nc1ccccc1C(=O)O)c1cncc(Br)c1	6	7	19	-3	3	7	0.2	14	21
COc1ccc(C(CC(=O)N2CCCC2)C(C)C)cc1 (centres undefined)	-1	14	-12	0	-2	3	1.2	-1	7
O=C(c1cccc(-c2nnc(-c3ccccc3)o2)c1)N1CCCCC1	-4	2	8	-5	6	3	0.4	9	18
CC(C)[C@@H]1COC(c2cccc(C3=N[C@H](C(C)C)CO3)n2)=N1	-9	10	-10	4	3	1	-0.8	-1	-10
CCOc1ccc(NC(=O)CN(C)C(=O)c2ccccc2-n2cnnn2)cc1OCC	16	-6	11	-3	0	7	-1.8	1	13
O=S(=O)(Nc1ncccn1)c1ccc(F)cc1	-6	18	-3	-3	0	3	-1.4	2	13
COc1cccc(NC(=O)CN(C)C(=O)c2csc3c2CCCC3)c1	-5	-2	-3	12	-1	-5	-0.1	3	11
CC(=O)c1ccc(NC(=O)CSc2nnc(NC(=O)C3CC3)s2)cc1	1	-4	-19	-1	-4	-2	-1.4	3	12
COc1ccc(F)cc1S(=O)(=O)N1CCCCC1	-2	-5	-6	6	-1	0	-0.5	-1	18
Cc1nn(C)c(C)c1NS(=O)(=O)c1ccccc1Cl	14	-4	-13	0	-3	18	-1.6	2	23
C[C@H](CO)N1C[C@H](C)[C@@H](CN(C)Cc2ccncc2)Oc2c(NS(=O)(=O)c3ccccc3)cccc2C1=O	-8	9	10	6	-3	6	-3.9	0	-1
COc1cc(CNc2ncnc3c2ncn3[C@H]2CN(Cc3ccc(F)cc3)C[C@@H](CO)O2)cc(OC)c1OC	-10	nt	17	-12	3	8	nt	10	0
CN1CCN(C(=S)NC(=O)c2ccccc2Br)CC1	-4	-2	-15	-1	-4	21	1.1	0	-12
O=C(CSc1cn[nH]n1)Nc1ccc(Cl)cc1Cl	0	-10	-21	1	-3	8	0.8	3	-9
O=C(O)C1=C[C@@H](c2ccc(F)cc2)C[C@@H](OCCCCO)O1	7	12	10	-3	4	12	-1.2	9	11

Pulled one by one from the entries so far, 2 records:
SMILES	CHRM4 PAM	CRFBP-R2 block	TAAR1 antag	CHRM5 PAM	M5 ag	CHRM5 antagonist	CRFR2-BP ag	TAAR1 ag	M1 PAM parental
Cc1c(NC(=S)N/N=C/c2ccc(N(C)C)cc2)c(=O)n(-c2ccccc2)n1C	-2	-10	-14	-5	-2	11	0.0	-1	12
CCCCNC(=O)N(O)C1N(/N=C/c2cccs2)C(=S)SC1(C)C (centres undefined)	-1	4	-10	2	0	3	-0.6	-1	17

Some of the entries so far, with values under each structure:
Screens in order: CHRM4 PAM	CRFBP-R2 block	TAAR1 antag	CHRM5 PAM	M5 ag	CHRM5 antagonist	CRFR2-BP ag	TAAR1 ag	M1 PAM parental
CC1Cc2ccccc2N1CC(=O)NC(=O)NC1CCCCC1 (centres undefined)
→ 3	-31	-37	1	-6	4	-2.6	8	19
N#CC1CN(C(c2ccccc2)c2ccccc2)C1
→ -6	28	-9	0	-7	-2	-0.2	-1	10
